KB-V1 MDR tox = qHTS assay for MDR1-selective chemotherapeutics: Primary screen using the drug-selected MDR subline cells KB-V1; AID 1347076, 2019; 400,000 compounds, 3.4% hits; Potency, µM (top dose mostly 46.1 µM), inactives show top-dose activity change, negative = cytotoxicity, usual class: cytotoxic; KB-V1 MDR cells viability, CellTiter-Glo, 72 h; further: potency means the concentration at half of the fitted maximal effect; on the % scale 0 is the no-effect control and ±100 the full control effect; nearly all actives have a fitted effect of over 60% in size
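KB-V1 MDR subline cells in DMEM (phenol-red free, 10% FBS) exposed to compounds in qHTS concentration series for 72 h at 37 degrees C. Viability read by CellTiter-Glo luminescence; concentration-effect curves fitted after normalization and correction.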
IL-1B inflam inh = qHTS for Inhibitors of Inflammasome Signaling: IL-1-beta AlphaLISA Primary Screen; THP-1 LPS/ATP IL-1B secretion, AlphaLISA, 16 h; active compounds read low; activity change, % at 57.5 µM; 360,000 compounds, 4.7% hits; in the data active means activity change below about -50%; inconclusive means mostly about -30% to -49%; further: on the % scale 0 is the no-effect control and ±100 the full control effect
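THP-1 cells pretreated 1 hr with compounds (up to 57.5 uM final), then stimulated with LPS (250 ng/mL final) plus ATP (1.25 mM final); secreted IL-1B measured by AlphaLISA after 16 hr, decreased signal indicating inhibition.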
KB-3-1 tox = qHTS assay for MDR1-selective chemotherapeutics: Primary screen using the parental adenocarcinoma cell KB-3-1. KB-3-1 viability, CellTiter-Glo ATP luminescence, 72 h. AID 1347075, 2019. Potency, µM (top dose mostly 46.1 µM), for inactives: top-dose activity change, negative = cytotoxic, hits mostly cytotoxic. 400,000 compounds, 1.4% hits; further: potency means the concentration at half of the fitted maximal effect; on the % scale 0 is the no-effect control and ±100 the full control effect; nearly all actives have a fitted effect of over 60% in size
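Parental KB-3-1 adenocarcinoma cells in phenol-red-free DMEM with 10% FBS were pin-treated with compounds at several concentrations, incubated 72 h at 37 °C, and viability read by CellTiter-Glo luminescence; concentration-effect curves were fitted after normalization.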
GLP-1R agonist = qHTS of GLP-1 Receptor Agonists; Glucagon-like peptide 1 receptor (Homo sapiens), P43220; HEK293 GLP-1R CRE-luciferase, luminescence, 4-6 h; cells express a hypersensitive GLP-1R form; Potency, µM (series often up to 45.6 µM), inactives show at the highest dose activation, most hits filed as activators; 380,000 compounds, 0.007% hits; AID 624172, 2012; further: potency means the concentration at half of the fitted maximal effect; % of control where 0% means no effect
Target sequence (P43220 whole entry, looked up): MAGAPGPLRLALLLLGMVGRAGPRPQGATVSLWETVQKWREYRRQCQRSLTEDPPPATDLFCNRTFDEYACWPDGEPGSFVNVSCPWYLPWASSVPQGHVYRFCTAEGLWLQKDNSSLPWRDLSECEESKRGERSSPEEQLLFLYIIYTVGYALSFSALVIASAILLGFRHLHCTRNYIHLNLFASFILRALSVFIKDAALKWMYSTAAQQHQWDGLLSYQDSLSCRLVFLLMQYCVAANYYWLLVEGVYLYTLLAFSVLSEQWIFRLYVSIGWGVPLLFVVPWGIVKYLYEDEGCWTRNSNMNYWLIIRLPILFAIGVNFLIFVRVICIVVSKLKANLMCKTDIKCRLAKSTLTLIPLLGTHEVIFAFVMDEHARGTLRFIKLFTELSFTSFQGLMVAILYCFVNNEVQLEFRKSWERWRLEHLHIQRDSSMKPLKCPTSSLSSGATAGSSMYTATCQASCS
DRD3 agonist = qHTS of D3 Dopamine Receptor Agonist: qHTS. AID 652048, 2013. D(3) dopamine receptor (Homo sapiens), P35462. 410,000 compounds, 0.58% hits. D3R DiscoveRx beta-arrestin cells, luminescence, 90 min. max activation, %; in the data active means max activation above about 30%; further: 0% is about no effect; mostly tested at two doses, the higher about 12 µM
Target sequence (P35462 whole entry, looked up): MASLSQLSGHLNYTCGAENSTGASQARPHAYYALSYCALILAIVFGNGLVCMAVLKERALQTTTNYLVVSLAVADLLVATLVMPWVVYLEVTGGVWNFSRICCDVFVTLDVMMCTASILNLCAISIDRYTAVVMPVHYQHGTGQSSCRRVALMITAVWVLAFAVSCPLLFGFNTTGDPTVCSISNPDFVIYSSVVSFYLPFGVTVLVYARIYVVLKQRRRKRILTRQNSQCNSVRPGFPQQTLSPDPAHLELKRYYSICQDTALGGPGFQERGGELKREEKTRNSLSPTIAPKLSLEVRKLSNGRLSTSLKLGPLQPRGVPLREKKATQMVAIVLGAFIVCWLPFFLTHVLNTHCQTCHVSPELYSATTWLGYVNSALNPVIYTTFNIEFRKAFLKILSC
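Cells at 1500/well, incubated overnight, then treated with pinned compounds (dopamine as control) for 90 min at 37 degrees C. DiscoveRx reagent added for 30 - 60 minutes at room temperature; luminescence read.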
D3 antag = qHTS of D3 Dopamine Receptor Antagonist: qHTS; D3R cells, DiscoveRx beta-arrestin luminescence, antagonist mode; active compounds read low; max response, negative = inhibition, %; D(3) dopamine receptor (Homo sapiens), P35462; 360,000 compounds, 2.5% hits; AID 652054, 2013; in the data active means max response below about -50%; inconclusive means no clear call, values can overlap the other calls; further: on the % scale 0 is the no-effect control and ±100 the full control effect; mostly tested at two doses, the higher about 12 µM
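Cells plated overnight at 1500 cells/well, then exposed to library compounds with dopamine controls for 90 minutes at 37 degrees C. DiscoveRx reagent added for 30–60 minutes at room temperature; luminescence read, quantitative HTS format.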
SW480 rereplic = A quantitative high throughput screen for small molecules that induce DNA re-replication in SW480 colon adenocarcinoma cells; SW480 DNA re-replication, Hoechst DNA content imaging, 48 h; Potency, µM (top dose mostly 46.1 µM), inactives show at the highest dose re-replication activation, usual class: activators; 340,000 compounds, 1.8% hits; AID 624297, 2012; further: potency means the concentration at half of the fitted maximal effect; % of control where 0% means no effect; nearly all actives have a fitted effect of over 55% in size
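Per well, 250 cells were exposed to pinned compound for 48 hr. Nuclear DNA was visualised with Hoechst (40 min, 37 C) and total object intensity recorded by fluorescence scanning.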
HT1080 IDH1KD tx = qHTS for induction of synthetic lethality in tumor cells producing 2HG: qHTS for the HT-1080-IDH1KD cell line. HT-1080 IDH1 knockdown viability, ATP luminescence, 48 h. Potency, µM (top dose mostly 46.1 µM), for the others: at the top dose activity, negative = toxicity, hits mostly cytotoxic. 360,000 compounds, 2% hits;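 further: potency means the concentration at half of the fitted maximal effect; 0% = DMSO wells and -100% = cell-free medium wells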
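Assay cells: HT-1080 with IDH1 knockdown, 750 per well, RPMI/5% FBS. Exposure: 48 h at 37 °C following 2 h pre-incubation. Read: CellTiter-Glo luminescence; fitted concentration-response, curve class assigned.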
HT1080-NT tox = qHTS for induction of synthetic lethality in tumor cells producing 2HG: qHTS for the HT-1080-NT fibrosarcoma cell line; HT-1080-NT fibrosarcoma viability, CellTiter-Glo ATP luminescence, 48 h; Potency, µM (top dose mostly 46.1 µM), inactives show top-dose activity, negative = less viability, usual class: cytotoxic; 360,000 compounds, 1.6% hits;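 further: NT is the 2HG producing partner of a matched IDH1 knockdown line; potency means the concentration at half of the fitted maximal effect; 0% = DMSO-treated cells and -100% = media-only wells without cells; nearly all actives have a fitted effect of over 55% in size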
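Viability of the 2HG-overproducing fibrosarcoma line after 48 hours of compound exposure at 37 degrees C was determined by luminescence with CellTiter-Glo, and concentration-effect curves were then fitted and categorized.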
* = called active by the depositor; ? = inconclusive; . = not tested or not shown; & = joins results of further samples. Unless noted, the call rests on the fitted dose curve; in most records, active means well fitted curve in the direction sought with a large enough effect; inconclusive means small, poorly fitted or top-dose-only effect, or another doubt; inactive means no such curve, though single readings can be large; an effect the other way counts as inactive or inconclusive.

Start of the listing, in advance, 2 compounds:
no.	SMILES	D3 antag	HT1080-NT tox	SW480 rereplic	HT1080 IDH1KD tx	KB-V1 MDR tox	GLP-1R agonist	IL-1B inflam inh	DRD3 agonist	KB-3-1 tox
1	O=C(/C=C/c1ccc(Cl)cc1)N1CCN(c2ccccc2[N+](=O)[O-])CC1	17	-12%	-1%	-6%	-1%	13%	-78*	-9	6%
2	O=C(CCC(=O)n1ncc2ccccc21)N1CCCCC1	?	3%	-13%	4%	15%	20%	26	-3	2%

Main list, from the first entry:
no.	SMILES	D3 antag	HT1080-NT tox	SW480 rereplic	HT1080 IDH1KD tx	KB-V1 MDR tox	GLP-1R agonist	IL-1B inflam inh	DRD3 agonist	KB-3-1 tox
1	O=C(/C=C/c1ccc(Cl)cc1)N1CCN(c2ccccc2[N+](=O)[O-])CC1	17	-12%	-1%	-6%	-1%	13%	-78*	-9	6%
2	O=C(CCC(=O)n1ncc2ccccc21)N1CCCCC1	?	3%	-13%	4%	15%	20%	26	-3	2%
3	COc1ccc(S(=O)(=O)N2Cc3ccccc3CC2C(=O)O)cc1OC (stereo not drawn)	-14	0%	1%	7%	8%	11%	11	7	6%
4	CCOc1ccc(-n2c(C)nc3cc(C(=O)NCC4CCCO4)ccc32)cc1 (stereo not drawn)	-4	1%	-10%	2%	-1%	7%	14	-14	4%
5	COc1ccc(-c2nn(-c3ccccc3)cc2/C=N/Nc2ccccn2)cc1OC	-5	?	?	?	3.7µM*	15%	10	4	?
6	N#CN=C(N)c1ccccc1	14	0%	-12%	?	3%	1%	0	7	3%
7	CCC(=O)N1CCC1(C)C(=O)Nc1cccc2c1CCCC2 (stereo not drawn)	13	26%	.	-1%	-5%	1%	12	2	0%
8	COc1ccc(Cc2noc(CN3CCCN(Cc4ccc(F)cc4)CC3)n2)cc1OC	1	-1%	-3%	8%	?	25%	-14	-7	-3%
9	NC(=O)C1CCN(c2ncccc2[N+](=O)[O-])CC1	3	6%	-3%	13%	0%	-2%	12	3	-1%
10	CC1(C)Cc2c(c(N3CCOCC3)nc3snc(NC(=O)c4ccccc4)c23)CO1	8	-1%	0%	7%	-6%	0%	-11	0	-6%
11	CCCCC(=O)NC(c1ccccc1OC)c1ccc2cccnc2c1O (stereo not drawn)	-7	?	0.73µM*	2.6µM*	?	5%	180	7	6.5µM*
12	CN(C)C(=S)NC(=O)C(c1ccccc1)c1ccccc1	5	1%	17%	0%	-8%	1%	-16	0	-4%
13	CCCOc1nnnn1-c1ccccc1	-2	5%	1%	12%	5%	1%	0	2	-4%
14	CN(c1ccc(Cl)cc1)S(=O)(=O)c1nnc(NC(=O)c2ccco2)s1	-72*	-2%	7%	-3%	19%	-8%	-6	-1&0	0%
15	COc1ccc(C(=O)Nc2ccc([N+](=O)[O-])cn2)c(OC)c1	4	15%	0%	22%	20%	0%	-1	2	24%
16	CCCSc1ccc(C(=O)Nc2ccc(F)cc2F)cn1	1	-16%	-8%	-4%	-13%	12%	-14	1	7%
17	COc1cc(-c2nnc(NC(=O)CCS(=O)(=O)c3ccc(F)cc3)o2)cc(OC)c1OC	?	-4%	23%	?	-11%	3%	6	-10	6%
18	COc1ccc(OC)c(C(=O)NC2CC(C)(C)Cc3c2cnn3-c2ccccc2)c1 (stereo not drawn)	-11	-15%	13%	-23%	?	-2%	-4	2	?
19	O=C1Cc2ccccc2Sc2c(OCCN3CCCCC3)cccc21	-65*	-1%	?	-5%	?	5%	-72*	-31	-7%
20	Cc1ncoc1C(=O)Nc1ccc(Oc2ccccc2)cc1	33	-7%	-12%	-27%	18µM*	-10%	21	-1	-10%
21	COc1ccc(C(=O)NC2CCCCCC2)cc1S(=O)(=O)N1CCCC1	-2	5%	1%	-1%	?	9%	?	-4	8%
22	Cc1cc(OCC(=O)NCCN2CCOCC2)ccc1Br	-14	10%	0%	9%	22%	-4%	-8	1	5%
23	O=C(CNC(=O)c1ccc(N2C(=O)c3ccccc3C2=O)cc1)OCC(=O)c1ccccc1	11	-1%	0%	-2%	0%	4%	1	0	10%
24	O=C1CC(SC(=Nc2ccccc2)Nc2ccccc2)C(=O)N1c1cccc2ccccc12 (stereo not drawn)	0	-24%	6%	-27%	-19%	-16%	-28	-5	-19%
25	Cn1c(CCC(=O)Nc2ccc(N3CCOCC3)cc2)nc(=O)c2ccccc21	20	8%	1%	7%	5%	6%	-1	-8	7%

Profiles, quoted from the list.
Cn1c(CCC(=O)Nc2ccc(N3CCOCC3)cc2)nc(=O)c2ccccc21 reads D3 antag: 20; HT1080-NT tox: 8%; SW480 rereplic: 1%; HT1080 IDH1KD tx: 7%; KB-V1 MDR tox: 5%; GLP-1R agonist: 6%; IL-1B inflam inh: -1; DRD3 agonist: -8; KB-3-1 tox: 7%
O=C1Cc2ccccc2Sc2c(OCCN3CCCCC3)cccc21 reads D3 antag: -65*; HT1080-NT tox: -1%; SW480 rereplic: ?; HT1080 IDH1KD tx: -5%; KB-V1 MDR tox: ?; GLP-1R agonist: 5%; IL-1B inflam inh: -72*; DRD3 agonist: -31; KB-3-1 tox: -7%

The list continues:
no.	SMILES	D3 antag	HT1080-NT tox	SW480 rereplic	HT1080 IDH1KD tx	KB-V1 MDR tox	GLP-1R agonist	IL-1B inflam inh	DRD3 agonist	KB-3-1 tox
26	O=C(C[C@@H]1C[C@@H]2c3cc(NS(=O)(=O)c4ccc(F)cc4)ccc3O[C@@H]2[C@H](CO)O1)NCc1ccc(Oc2ccccc2)cc1	9	?	.	?	-18%	0%	-11	10	-6%
27	CC(Oc1ccccc1)C(=O)Nc1c(C(=O)Nc2cccc(F)c2)oc2ccccc12 (stereo not drawn)	.	.	.	.	-14%	0%	.	15	?
28	CCCN1C(=O)c2ccc(C(=O)Nc3cc(C)on3)cc2C1=O	1	6%	2%	2%	19%	-3%	-8	1	-4%
29	COc1ccc(/C=N/N=C/c2c[nH]c(=O)c(C#N)c2Nc2ccccc2)cc1	24	-23%	-13%	4%	-1%	0%	17	4	13%
30	O=C(Nc1ccc(O)c2c(=O)cc(-c3cccc(Cl)c3)oc12)c1ccccc1Cl	24	-4%	24%	3%	-6%	10%	-8	4	2%
31	Cc1ccc(N2C(=O)N3[C@H](c4cccc(C)c4)[C@@H]4C(=O)N(Cc5ccccc5)C(=O)[C@@H]4[C@]3(C)C2=O)cc1	?	25%	2%	-21%	0%	7%	33	0	17%
32	CCCOc1ccc(-c2c(C(=O)N/N=C(\C)c3cccs3)nnn2-c2nonc2N)cc1	13	7%	?	9%	2%	4%	47	5	5%
33	CCOc1cccc(C(=O)Nc2ccc3oc(Cc4ccc(Cl)cc4)nc3c2)c1	-28	-27%	?	?	?	-3%	-15	1	?
34	COc1cc(OC)c(S(=O)(=O)NCc2ccco2)cc1S(=O)(=O)NCc1ccco1	-12	15%	1%	15%	18%	7%	5	0	13%
35	NC(=O)CSc1nccn1Cc1ccccc1	-11	24%	2%	17%	-23%	-1%	20	-7	2%
36	COc1ccc(OC)c(CN2CCN(C(=O)CCC(=O)c3cccs3)CC2)c1	-2	3%	-2%	-1%	12%	1%	9	-10	19%
37	CC(=O)c1cnc2cc(-c3cccc(Br)c3)nn2c1C	0	10%	-3%	15%	30%	16%	28	5	15%
38	Cc1c(OCC(=O)NCc2ccncc2)ccc2c3c(c(=O)oc12)CCC3	36	19%	-6%	15%	3%	-1%	-24	8	?
39	COc1ccc(-c2cc3nc(C)c(CCC(=O)Nc4ccccc4C(C)=O)c(C)n3n2)c(OC)c1	.	.	.	.	0%	0%	.	1	5%
40	CCN1CCN(C(=O)C(Cc2ccccc2)NC(=O)c2ccc(Cl)c(S(=O)(=O)N(C)C)c2)CC1 (stereo not drawn)	-5	0%	4%	-1%	2%	7%	0	-9	27%
41	CCOC(=O)c1ccc(N/C=C/C(=O)C(C)(C)C)cc1	3	-2%	2%	-1%	11%	11%	-25	2	4%
42	COc1ccc(OC)c(C(C)NC(=O)C(C)Cc2ccccc2)c1 (stereo not drawn)	-2	3%	2%	5%	0%	-3%	-5	7	3%
43	c1ccc(C2CC(c3ccccc3)n3c(nc4ccccc43)N2)cc1 (stereo not drawn)	4	-24%	4%	-10%	-12%	0%	60	5	4%
44	O=C(Nc1ccc2nc3n(c(=O)c2c1)CCCCC3)c1c(F)ccc([N+](=O)[O-])c1F	-59*	9.2µM*	1.3µM*	15µM*	16µM*	-3%	-102*	-6	2.3µM*
45	Cc1cc(C)c(C)c(OCCCCN(C)Cc2ccccc2)c1	-71*	-21%	20%	-18%	0%	-2%	-19	-2	-4%

Part of the list above, screen by screen:
16) CCCSc1ccc(C(=O)Nc2ccc(F)cc2F)cn1
17) COc1cc(-c2nnc(NC(=O)CCS(=O)(=O)c3ccc(F)cc3)o2)cc(OC)c1OC
18) COc1ccc(OC)c(C(=O)NC2CC(C)(C)Cc3c2cnn3-c2ccccc2)c1 (stereo not drawn)
compound no. | 16 | 17 | 18
D3 antag | 1 | ? | -11
HT1080-NT tox | -16% | -4% | -15%
SW480 rereplic | -8% | 23% | 13%
HT1080 IDH1KD tx | -4% | ? | -23%
KB-V1 MDR tox | -13% | -11% | ?
GLP-1R agonist | 12% | 3% | -2%
IL-1B inflam inh | -14 | 6 | -4
DRD3 agonist | 1 | -10 | 2
KB-3-1 tox | 7% | 6% | ?

Compound activity: PubChem, National Center for Advancing Translational Sciences (NCATS)

Compounds as they come, and some 12% of all compounds hit somewhere here.
